hcGAS lum = Primary biochemical luminescence assay for human cyclic GMP-AMP synthase inhibitors. Q8N884. recombinant h-cGAS, ATP depletion, Kinase-Glo luminescence. inhibition, % at 12.5 µM. 290,000 compounds, 0.081% hits. AID 1259398, 2018;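 note: 0% = vehicle reaction and 100% = reaction without DNA for no activity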
Target sequence (Q8N884 whole entry, looked up): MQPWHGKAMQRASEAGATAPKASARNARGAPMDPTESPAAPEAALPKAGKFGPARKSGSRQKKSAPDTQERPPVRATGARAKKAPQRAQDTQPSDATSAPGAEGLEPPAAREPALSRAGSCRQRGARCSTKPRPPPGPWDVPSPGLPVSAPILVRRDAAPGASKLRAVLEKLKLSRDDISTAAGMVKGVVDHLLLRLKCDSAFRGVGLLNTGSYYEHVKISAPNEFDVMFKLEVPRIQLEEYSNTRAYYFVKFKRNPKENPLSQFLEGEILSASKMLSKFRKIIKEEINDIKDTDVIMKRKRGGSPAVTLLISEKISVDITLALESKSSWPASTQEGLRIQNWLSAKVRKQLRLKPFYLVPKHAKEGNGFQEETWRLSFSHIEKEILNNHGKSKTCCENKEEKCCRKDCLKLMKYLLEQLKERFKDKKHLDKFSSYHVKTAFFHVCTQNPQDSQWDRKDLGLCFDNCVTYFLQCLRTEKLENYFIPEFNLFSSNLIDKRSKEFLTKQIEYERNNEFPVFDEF
NPYLR7 agonist = agonists of mosquito NPYLR7 receptor, primary screen, cell-based, Aedes aegypti, calcium fluorescence, mosquito biting behavior; Aedes aegypti neuropeptide Y-like receptor 7 (NPYLR7); HEK293T NPYLR7/Galpha15, GCaMP6s calcium fluorescence; activation, % at 10 µM; 270,000 compounds, 0.15% hits; AID 1259423, 2018; in the data active = activation above about 40%;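 note: 0% = vehicle and 100% = reference agonist at the receptor; some compounds past the cut are filed as inactive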
mcGAS inh = cyclic GMP-AMP synthase inhibitors, mouse, primary biochemical chemiluminescence; Q8C6L5; recombinant cGAS, Kinase-Glo ATP depletion luminescence; inhibition, % at 12.5 µM; 160,000 compounds, 0.15% hits;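 note: 0% = negative control wells and 100% = reference inhibitor with no enzyme activity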
* = called active by the depositor; / = no result given; & = joins results of further samples. Cut-off read from the data, not from the text of the source, unless noted: active = inhibition above about 40%; inactive = the rest.

molecule	NPYLR7 agonist	mcGAS inh	hcGAS lum
Cc1ccc(S(=O)(=O)N2Cc3ccccc3CC2C(=O)Nc2nncs2)cc1 (stereo not drawn)	-5	/	-4
COCCNC(=O)CSCc1ccc(OC)c(Br)c1	9	/	-2
CCN(CC)S(=O)(=O)c1cc(NC(=O)C(C)N2CC(C)OC(C)C2)ccc1C (stereo not drawn)	-4	/	-7
Cc1ccc(-n2nc(C)c(CCC(=O)N3C[C@@H](C)O[C@@H](C)C3)c2C)cc1C	-6	-4	-5
CC1SCCN1S(=O)(=O)c1ccc2ccccc2c1 (stereo not drawn)	5	/	-3
Cc1ccc(S(=O)(=O)N2CCCCC2)cc1NC(=O)CSc1ccccn1	5	/	-5
CC(=O)Oc1c(-c2ccc(NC(=O)C3CCCC3)cc2)c(-c2cccc(C)c2)nn1-c1cc(C)ccc1C	15	-6	-3
Cc1cc(CN(C)Cc2cn(-c3ccc(F)cc3F)nc2-c2ccccc2C)on1	12	-10	-9
COc1ccc(OCC(=O)NCC2CN(c3cc(OC)c(OC)c(OC)c3)C(=O)O2)cc1 (stereo not drawn)	5	/	-7
Cc1ccc(C)c(-n2nnnc2SCc2cc3c(cc2Br)OCO3)c1	10	/	-5
COc1ccc(NC(=O)C2CCN(C(=O)[C@H](Cc3ccccc3)NC(=O)Nc3ccc4c(c3)CCC4)CC2)cc1	-1	-7	-7
Cc1ccc(S(=O)(=O)OCC(=O)O)cc1	-2	/	-5
Cc1cc(C)cc(CCC(=O)NCc2cnc(C)cn2)c1	0	/	-8
COc1ccc(F)cc1C(=O)C1CCCN(C(=O)c2cnn(Cc3ccccc3)c2)C1 (stereo not drawn)	1	-11	-6
CCOc1cc2c(cc1N)OC(C)C2 (stereo not drawn)	-2	-5	-1
O=C(COC(=O)C(=Cc1cccs1)c1cccs1)NC1CCS(=O)(=O)C1 (stereo not drawn)	0	/	-4
Cc1sc(NC(=O)Oc2ccccc2)c(C#N)c1C	1	/	-18
O=C(COc1coc(CN2CCc3ccccc3C2)cc1=O)NCCc1ccccc1	7	0	0
COc1ccccc1Nc1nc2ccccc2n1C(C)C	2	-8	-7
CNC(=O)c1ccc(OC)c(-n2ccc(C)n2)c1	5	/	-8
COc1cccc(CN2CCn3nc(C(=O)O)cc3C2=O)c1	-12	/	-1
O=S(=O)(N1CCCCCC1)N1CCN(Cc2c(Cl)cccc2Cl)CC1	11	/	0
O=c1[nH]cc(CNCC2CCCCC2)c(=O)[nH]1	/	-4	-4
COC(=O)c1ccc(COC(CN2CCN(C(=O)c3oc4ccccc4c3C)CC2)c2cccc(OC)c2)cc1 (stereo not drawn)	2	-4	-2
Cc1nc2ccc([N+](=O)[O-])cc2[nH]1	-7	/	-4
CCCCN(C)S(=O)(=O)Nc1cccc(COC)c1	-1	/	-12
Cn1ccnc1CN1CCN(Cc2nc(-c3ccc4c(c3)OCO4)no2)CC1	12	-13	-5
Cc1ccc(CSCC(=O)Nc2cc(C)ccn2)cc1	-9	/	-5
Cc1cc(C(=O)CSc2nnnn2-c2ccccc2)c(C)n1-c1ccc(Br)cc1	-1	-4	-7
CCOC(=O)C1=C(C)N=c2sc(=Cc3cccnc3)c(=O)n2C1c1ccccc1 (stereo not drawn)	-3	-6	-6
O=C(/C=C/c1cnc2ccccc2n1)NCC1CCC2(CC1)OCCO2	5	/	-9
CCCc1nc(CNC(=O)[C@@H]2C[C@@H]3C=C[C@H]2C3)cs1	0	/	-5
Cc1ccc(C2(c3noc(Cn4cc(C)nc4C)n3)CCCC2)cc1	-1	/	0
COc1ccc(Cl)cc1S(=O)(=O)NCc1ccco1	4	/	-3
Cc1cccc(-c2ccc(NC(=O)C3CCN(C(=O)c4nonc4C)CC3)cc2)c1	-3	/	-5
Cc1nc2ccc(C(=O)N(Cc3noc(C)n3)C(C)C)cc2[nH]1	9	/	-4
COc1ccc2cc(C(N)=O)c(=Nc3ccccc3C)oc2c1	2	-2	0
CCN1CC(CNc2ccc(-c3nc(-c4ccccc4F)no3)cn2)CC1=O (stereo not drawn)	12	/	-5
O=C(c1cccc(-n2cnnc2)n1)N1CCCC2(C=Cc3ccccc3O2)CC1 (stereo not drawn)	-1	-10	-5
Cc1cc(C)nc(NC2=NCC(=O)N2c2ccc(F)cc2)n1	0	-1	0
CCn1c(SCC(=O)Nc2ccc(Cl)cc2)nc2c(-c3ccccc3)c[nH]c2c1=O	1	-9	-7
N#CC(=Cc1c(F)cccc1Cl)c1nc2ccccc2o1	4	/	-2
CC(=O)N1CCCN(C(=O)c2cc(C(N)=O)cs2)CC1	4	/	-5
CC1CCN(c2ccc(NC(=O)c3ccc(C(F)(F)F)cc3)cc2C(=O)NCc2ccc(F)cc2)CC1	-2	-3	-3
Cc1ccccc1N=c1sc(C2=c3cc(Br)ccc3=NC2=O)c(O)n1-c1ccccc1C	-1	/	-9
O=C(NNc1nc(-c2ccccc2)c2cc(Br)ccc2n1)c1ccc(F)cc1	-7	-3	-4
CCCCc1nc(N2CCN(C(=O)Nc3ccc(Cl)cc3)CC2)c2c(C)nn(-c3ccc(F)cc3)c2n1	2	-2	0
COCCOc1cc(NS(=O)(=O)c2c(Cl)cccc2Cl)c(C(=O)O)cc1OC	-1	-7	-7
Cc1cc(NC(=O)Cn2nc(C(F)(F)F)c(Cl)c2C)no1	11	/	-2
Cc1ccccc1COc1cn(CC(=O)N2CCN(c3ccccc3)CC2)c(CO)cc1=O	17	1	6
O=C(CSc1nc2sc3c(c2c(=O)n1C1CCCC1)CCCC3)N1CCCC1	-3	/	-6
O=C(CN(C(=O)C12CC3CC(CC(C3)C1)C2)C1CC1)N(CCc1c[nH]c2ccccc12)Cc1ccc(F)cc1	1	-1	3
CC(C)CN(CCC(=O)NC(C)c1ccccc1)c1nc(-c2ccc(F)cc2)nc2cc(Cl)ccc12 (stereo not drawn)	11	-5	-2
O=C(CCCc1n[nH]c(Cc2ccccc2)n1)Nc1cccc(Cl)c1	20	-9	-5
CCOC(=O)[C@@H]1CN2CCN(C(=O)C3CC3)C[C@@H]2[C@H]1c1ccccc1	2	-3	-4
Cc1nnc(SC(C)C(=O)N(C)C)n1C1CCCCC1 (stereo not drawn)	9	/	-10
O=C(CCC1CCCC1)N1CCc2c([nH]c3ccccc23)C1c1cc(Cl)cc2c1OCO2 (stereo not drawn)	-4	-6	-7
N#Cc1c(N2CCCCC2)nc2c3c(nc(N4CCCCC4)cc13)NC1(CCCCC1)N2	26	-4	-5
O=C(Cn1ccnc1)NNC(=O)c1ccccc1C(F)(F)F	-1	-17	-5
Clc1ccc(OCCSc2nc3ccc(Br)cc3[nH]2)cc1	0	-5	-8

One compound at a time, as listed above. Values in the order: NPYLR7 agonist, mcGAS inh, hcGAS lum
`O=C(CCCc1n[nH]c(Cc2ccccc2)n1)Nc1cccc(Cl)c1` as listed: 20, -9, -5
`O=C(/C=C/c1cnc2ccccc2n1)NCC1CCC2(CC1)OCCO2` as listed: 5, /, -9
`Cc1nnc(SC(C)C(=O)N(C)C)n1C1CCCCC1` (stereo not drawn) as listed: 9, /, -10

New compounds follow:
molecule	NPYLR7 agonist	mcGAS inh	hcGAS lum
COc1cccc(COC(CN2CCN(S(=O)(=O)c3cccc(C#N)c3)CC2)c2ccc(Cl)cc2)c1 (stereo not drawn)	/	-9	-10
COc1ccc(Cc2nc(CSc3cccc4cccnc34)cs2)cc1	4	-9	-7
Cc1c(NC(=O)CCc2ccncc2)cccc1C(=O)Nc1nccs1	0	-8	0
CN(C1CCCCC1)S(=O)(=O)c1ccc2ccccc2c1	1	/	-3
Nc1nc(N)nc(SCC(=O)N2CCN(CC(=O)N3CCCC3)CC2)n1	-2	-2	-2
CCCN(C)C(=O)c1cccc(-n2nc(-c3nnc(C)o3)cc2CC(C)C)c1	/	-5	-5
Cc1ccccc1-n1cc(CN(C)C(=O)c2cn[nH]n2)cn1	2	-9	-7
CN(CCSc1ccccc1)Cc1cc2n(n1)CCNC2	21	/	-3
O=C(CSc1nnc(C2CC2)n1C1CC1)NC(=O)NCC(F)(F)F	3	/	-6
Cc1cccc(OC2CN(C(=O)CCn3cc(C)cn3)C2)c1	0	-10	-2
O=P1(NNC(=S)NCc2ccccc2)C=C(c2ccccc2)OC(c2ccccc2)=C1	4	/	-15
COc1ccc(N2CN(C(=O)CN(CC(C)C)C(=O)C(c3ccccc3)c3ccccc3)CC2=O)cc1	/	-3	-1
O=C1c2ccccc2S(=O)(=O)N1c1c(F)c(F)nc(F)c1F	1	2	0
CC1CCN(C2=C(c3c(C(C)C)[nH]n(-c4ccc(Cl)cc4)c3=O)C(=O)N(c3ccc4c(c3)OCO4)C2=O)CC1	-1&-6	-4&0	-3&0
COc1cc(OC)c(OC)cc1CNC(=O)Nc1cc(C)on1	-1	/	-6
CN1C(=O)c2ccc(NC(=O)c3cc(S(C)(=O)=O)ccc3Cl)cc2C1=O	5	/	-9
O=C(NCc1ccc(F)c(F)c1)c1ccc(-c2cc(-c3ccc4c(c3)OCCO4)n[nH]2)cc1	/	-7	-9
CCC(=O)N(CCn1nc(C)cc1C)c1nc2c(C(C)C)cccc2s1	-15	-5	-1
Cc1ccccc1CO[C@]1(C(=O)NCC(C)C)CC(OCc2cccc(C(F)(F)F)c2)[C@@H]2OC(C)(C)O[C@@H]2C1 (stereo partly drawn)	4	-3	-4
CCC(N1C(=O)C2C3CCC(O3)C2C1=O)C12CC3CC(CC(C3)C1)C2 (stereo not drawn)	0	/	-2
N#Cc1cc(F)c(NC(=O)c2nsc(Cl)c2Cl)cc1F	7	/	8
CCOC(=O)[C@]12C(=C(c3ccccc3)OC3OCCCC31)C(=O)C(=O)N2c1ccccc1 (stereo partly drawn)	-2	/	-1
CN1CCCC(CCc2nnc(C3CCOCC3)o2)C1 (stereo not drawn)	/	-4	-7
Cc1ccc(-c2nnc(SCc3ccc(C(=O)N4CCOCC4)cc3)n2-c2cccc(Cl)c2)cc1	23	-9	-2
COc1ccc(S(=O)(=O)N(CC(=O)N2CCN(c3ccccc3)CC2)c2ccc(C)cc2)cc1OC	-7	-3	-1
O=S1(=O)CCCN1CCCc1ccc(Cl)cc1	3	/	-9
CNC(=O)CC1C(=O)NCCN1CC(=O)NCCc1ccc(Cl)cc1 (stereo not drawn)	5	-10	-5
Cc1ccc(NC2(C(=O)N3CCNC(=O)C3CCO)CCCC2)cc1 (stereo not drawn)	2	/	-6
CCc1ccc(OC)c(S(=O)(=O)NCc2ccco2)c1	1	-5	-1
CCN1CCN(C(c2cc(OC)c(OC)c(OC)c2)C2Sc3nc(C)nn3C2=O)CC1 (stereo not drawn)	3	-6	-2
Cn1nccc1-c1ccc(C(=O)Nc2cccc(NS(C)(=O)=O)c2)c2occc12	-9	-5	-1
O=C(N=Nc1c(O)[nH]c2ccccc12)c1cc(-c2ccc3ccccc3c2)n[nH]1	10	/	-3
O=C(Nc1ncn[nH]1)c1ccc(N2CCCCC2)c(S(=O)(=O)N2CCCCC2)c1	18	-6	-15
O=C(CN1CCN(c2nccc(Nc3ccc4ncsc4c3)n2)CC1)Nc1ccc2c(c1)CCC2	0	/	1
Cn1ccc(CN2CCC(C(O)c3ccccc3)CC2)cc1=O (stereo not drawn)	5	/	-7
COc1ccccc1-n1c(SCc2ccc(C(=O)NCc3ccco3)cc2)nnc1-c1ccco1	21	-6	-2
O=C(NCc1csc(N2CCOCC2)n1)c1cccc2ccnn12	2	-16	-1
O=C(CNC(=O)C1CC1)NC(COc1ccccc1F)c1ccccc1 (stereo not drawn)	-8	-14	-8
O=C(c1cccc(Cl)c1)N1CCCN(c2cc(Oc3ccc(F)c(Cl)c3)ncn2)CC1	-5	-10	-6
Cc1nnc(SCC(=O)N2CCCC(C(=O)c3ccc4c(c3)OCO4)C2)o1 (stereo not drawn)	23	/	-12
O=C(CCN1CCCCO1)NCC1(N2CCOCC2)CCCCC1	0	/	-5
CCNC(=O)c1cc2sccc2n1CCOc1ccccc1	3	/	3
Cc1cc(C)c(CN2CC(c3ccncc3)C2)c(-n2cccn2)c1	5	-11	3
CC1=C(C(=O)OCc2ccccc2)C(c2cn(-c3ccccc3)nc2-c2ccc(C)cc2)C(C(=O)OCc2ccccc2)=C(C)N1	-7	-5	-7
COc1cccc(-c2nnc(SCc3ccc(C(=O)NCc4cccc(C(F)(F)F)c4)cc3)n2-c2ccccc2OC)c1	20	-7	-2
C#CCSc1nc(=O)n2cc(C)ccc2n1	0	-6	-5
CCS(=O)(=O)c1ccc(-c2ccc(C(N)=O)cc2)s1	15	/	-5
O=C(CC12CC3CC(CC(C3)C1)C2)Nc1noc2ncccc12	-4	-9	-5
C[N+]1(C)C2CC(OC(=O)[C@H](CO)c3ccccc3)CC1C1OC12 (stereo partly drawn)	2&0	-3&-2	7&2

Looked up above:
For hcGAS lum, `C#CCSc1nc(=O)n2cc(C)ccc2n1` reads -5
For NPYLR7 agonist, `O=C(CNC(=O)C1CC1)NC(COc1ccccc1F)c1ccccc1` (stereo not drawn) reads -8
For NPYLR7 agonist, `O=C(Nc1ncn[nH]1)c1ccc(N2CCCCC2)c(S(=O)(=O)N2CCCCC2)c1` reads 18
For mcGAS inh, `CC1=C(C(=O)OCc2ccccc2)C(c2cn(-c3ccccc3)nc2-c2ccc(C)cc2)C(C(=O)OCc2ccccc2)=C(C)N1` reads -5

From PubChem
